From PubChem BioAssay
C8 TRAIL sens – viability loss with TRAIL in NB7+C8 cells, primary screen, TRAIL sensitizer project, cell-based, ATPlite luminescence | inhibition (viability loss, TRAIL sensitization), % at 10 µM | 360,000 compounds, 1% hits | AID 624354, 2012;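 active = compounds causing at least 50% loss of cell viability in the single-dose screen, relative to plate controls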
Vif inh – HIV Vif self-association inhibitors, primary screen, imaging, HEK293T, single point; HEK293T cells, Vif self-association by quenched fluorescence, 24 h; inhibition, % at 7.49 µM; 340,000 compounds, 0.35% hits; AID 602346, 2012; in the data active = inhibition above about 50%, passing the limit was not always enough; inconclusive = no clear call, values can overlap the other calls; inactive = below about 31%; note: some results filed as inactive read as strong as hits
SRC3 inh – SRC3 coactivator transcriptional activity inhibitors, primary screen, cell-based, luminescence. Nuclear receptor coactivator 3 (Homo sapiens), Q9Y6Q9. HEK293 GAL4-SRC3 luciferase reporter. inhibition, % at 3.6 µM. 360,000 compounds, 0.17% hits. AID 588352, 2011;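 active = inhibition above a per-campaign cutoff, the mean of all compounds plus 3 SD, cut at about 60% in these data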;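 note: 0% = DMSO-treated cells and 100% = gossypol-treated cells at 36 µM; higher means less SRC3-driven luciferase light from the GAL4 reporter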
NCOA2 inhibitor – inhibition of GAL4-SRC2 driven luciferase reporter, primary screen, SRC2 inhibitor project, cell-based, luminescence; inhibition, % at 9 µM; HEK293 GAL4-SRC2 luciferase reporter; 370,000 compounds, 0.17% hits; Nuclear receptor coactivator 2 (Homo sapiens), Q15596;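 active = inhibition above the mean inhibition of all tested compounds plus 3 SD, set per campaign, cut at about 52% in these data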;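 note: 0% = DMSO treated cells and 100% = cells given Gossypol at 36 µM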
TLR9-MyD88 inh – inhibitors of TLR9-MyD88 association in cells, primary screen, cell-based, CHO, BLA complementation, fluorescence | CCF4 FRET ratio | inhibition, % at 4.98 µM | 340,000 compounds, 0.21% hits | Toll-like receptor 9 (Homo sapiens) + Myeloid differentiation primary response protein … | AID 504734, 2011;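 active = inhibition above the mean over all tested compounds plus 3 SD, cut at about 21% in these data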;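 note: 0% = DMSO only wells and 100% = clavulanate BLA inhibitor control wells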
LMP1 NFkB inh – EBV LMP1-driven NF-kappaB luciferase reporter inhibitors, primary screen, cell-based, luminescence, single point | LMP1-induced NF-kappaB luciferase reporter cells | AID 504558, 2011 | inhibition, % at 12.5 µM | 350,000 compounds, 0.69% hits; in the data active = inhibition above about 41%; inconclusive = no clear call, values can overlap the other calls;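 note: 0% = neutral control wells and 100% = reference inhibitor control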
SRC1 inh – SRC1 coactivator transcriptional activity inhibitors, primary screen, cell-based, luminescence; Nuclear receptor coactivator 1 (Homo sapiens), Q15788; inhibition, % at 3.6 µM; 360,000 compounds, 0.12% hits; AID 588354, 2011; HEK293 GAL4-SRC1 luciferase reporter;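 active = inhibition above the campaign mean plus 3 SD, with each screening campaign given its own cutoff, cut at about 60% in these data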;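 note: 0% = DMSO treated cells and 100% = gossypol at 36 µM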
Target sequence (Q15788 whole entry, looked up, the tested form may be a part): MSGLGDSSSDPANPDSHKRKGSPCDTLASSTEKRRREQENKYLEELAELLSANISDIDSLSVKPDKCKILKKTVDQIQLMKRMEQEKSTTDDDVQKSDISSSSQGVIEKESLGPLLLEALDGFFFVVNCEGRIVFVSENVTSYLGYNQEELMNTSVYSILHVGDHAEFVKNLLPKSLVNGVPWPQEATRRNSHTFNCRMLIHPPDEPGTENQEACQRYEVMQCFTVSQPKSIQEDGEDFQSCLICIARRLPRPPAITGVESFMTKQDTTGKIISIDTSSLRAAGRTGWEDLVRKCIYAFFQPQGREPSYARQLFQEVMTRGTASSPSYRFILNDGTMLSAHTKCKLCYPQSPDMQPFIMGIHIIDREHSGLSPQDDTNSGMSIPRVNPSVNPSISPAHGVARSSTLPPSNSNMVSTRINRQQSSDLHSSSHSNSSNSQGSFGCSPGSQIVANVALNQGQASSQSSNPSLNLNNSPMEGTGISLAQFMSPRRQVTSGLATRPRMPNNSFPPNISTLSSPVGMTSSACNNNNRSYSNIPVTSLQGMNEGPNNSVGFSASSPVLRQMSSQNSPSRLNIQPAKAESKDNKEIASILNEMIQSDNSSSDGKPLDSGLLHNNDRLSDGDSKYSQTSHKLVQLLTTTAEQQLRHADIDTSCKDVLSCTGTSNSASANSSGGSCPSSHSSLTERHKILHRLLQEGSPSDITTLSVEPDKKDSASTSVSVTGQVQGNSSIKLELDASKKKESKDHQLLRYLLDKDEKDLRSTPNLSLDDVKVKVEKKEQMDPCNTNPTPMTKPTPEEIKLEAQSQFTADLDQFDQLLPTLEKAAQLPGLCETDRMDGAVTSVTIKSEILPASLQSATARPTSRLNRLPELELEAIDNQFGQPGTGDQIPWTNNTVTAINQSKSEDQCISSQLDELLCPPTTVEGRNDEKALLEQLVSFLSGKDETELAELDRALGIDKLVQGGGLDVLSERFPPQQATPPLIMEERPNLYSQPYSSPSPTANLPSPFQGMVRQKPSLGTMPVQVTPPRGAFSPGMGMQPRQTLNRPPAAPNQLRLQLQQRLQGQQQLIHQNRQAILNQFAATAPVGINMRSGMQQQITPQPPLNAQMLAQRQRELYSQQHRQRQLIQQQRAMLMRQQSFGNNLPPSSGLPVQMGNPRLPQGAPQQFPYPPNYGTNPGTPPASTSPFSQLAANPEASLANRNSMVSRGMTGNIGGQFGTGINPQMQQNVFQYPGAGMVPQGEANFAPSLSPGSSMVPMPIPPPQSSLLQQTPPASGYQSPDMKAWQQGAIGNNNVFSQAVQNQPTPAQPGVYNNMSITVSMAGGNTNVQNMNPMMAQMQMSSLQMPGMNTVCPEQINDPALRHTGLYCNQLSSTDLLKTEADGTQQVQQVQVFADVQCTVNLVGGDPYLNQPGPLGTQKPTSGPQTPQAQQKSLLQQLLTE
NR2F2 inh – NR2F2 transcriptional activity inhibitors, primary screen, cell-based, luciferase reporter, HEK293T, luminescence; HEK293T NGFI-A luciferase reporter; COUP transcription factor 2 (Homo sapiens), P24468; inhibition, % at 8.6 µM; 370,000 compounds, 0.7% hits;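 active = inhibition above a per-plate cutoff, mean inhibition of test wells between control levels plus 3 SD, cut at about 38% in these data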;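 note: cells cotransfected with COUP-TFII expression vector driving the NGFI-A reporter; 0% = median of COUP-TF2 test wells and 100% = reporter-only cells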
NR5A2 inv ag – LRH-1 (NR5A2) inverse agonists, primary screen, cell-based, luminescence, HEK293T, StAR-luciferase reporter | Nuclear receptor subfamily 5 group A member 2 (Homo sapiens), O00482 | LRH-1 transfected, 24 h | inhibition, % at 3.6 µM | 360,000 compounds, 0.13% hits | AID 602396, 2012;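 active = inhibition above the mean inhibition of all tested compounds plus 3 SD, cut at about 73% in these data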;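 note: 0% = DMSO wells and 100% = reporter-only cells lacking LRH-1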
TROY NFkB inh – inhibitors of TROY-driven NF-kB signaling, primary screen, Q293 LMP1-TROYcd cells, NF-kB luciferase, uHTS; Q293 LMP1-TROYcd NF-kB luciferase reporter, 4 h; inhibition, % at 10 µM; 360,000 compounds, 0.98% hits;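 active = compounds whose plate-normalised and pattern-corrected inhibition of the luciferase reporter signal at the single screening dose is 50% or more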
NOD2-RIPK2 inh – NOD2-RIPK2 binding disruptors in cells, primary screen, fluorescence, CHO cells, BLA complementation. inhibition, % at 4.98 µM. 360,000 compounds, 0.38% hits. CCF4 ratio. Receptor-interacting serine/threonine-protein kinase 2 (Homo sapiens), O43353. AID 624267, 2012; in the data active = inhibition above about 21%;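 note: 0% = vehicle only and 100% = reference blocker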
Active calls of the source: *; ? = inconclusive; . = no result given; & = joins results of further samples. Not all compounds are listed; count on the stated rates, not on these rows.

SMILES	C8 TRAIL sens	Vif inh	SRC3 inh	NCOA2 inhibitor	TLR9-MyD88 inh	LMP1 NFkB inh	SRC1 inh	NR2F2 inh	NR5A2 inv ag	TROY NFkB inh	NOD2-RIPK2 inh
O=C1C2C3CC(C2C(=O)N1c1cccc(Cl)c1)[C@H](O)C3O (stereo partly specified)	-16	?	31	10	1	8	-3	-5	8	-40	-4
CC(C#N)Sc1ncnc2sc3c(c12)CCC3 (stereo unspecified)	-6	1	-20	-6	-11	-2	-42	-7	9	0	-1
CCNC(=S)NNC(=O)c1cccnc1	-6	5	24	-9	1	-1	13	-3	18	-2	-1
Cc1ccc(C2=[N+]([O-])C3(CCCCC3=O)N(O)C2(C)C)cc1 (stereo unspecified)	-14	12	-2	78*	6	-8	4	80*	8	7	-2
Cc1csc(SCC(=O)Nc2cc(C(C)(C)C)nn2-c2ccccc2)n1	8	-23	-3	1	0	5	-3	0	13	-3	-7
O=C(O)c1cccc(COc2ccc3c(c2)CCC3)c1	63*	0	-89	-36	-5	85*	-176	-32	-183	-89	0
COC(=O)CCCCCc1ccc(C(C)=O)s1	2	0	-7	-45	2	-12	3	-2	-2	-6	3
CC(C)NC(=O)C1CCN(C2CCN(C(=O)c3scc4c3CCCC4)CC2)CC1	-3	-1	6	9	5	0	2	7	-23	-13	-4
O=C(N/N=C/c1cccs1)/C(=C/c1ccccc1)NC(=O)c1ccccc1	1	6	21	7	6	3	-11	2	-1	-8	-6
COc1ccc(-n2nc(C(=O)NCC(=O)NCc3ccc(F)cc3)c3ccccc3c2=O)c(OC)c1	3	9	12	0	-4	1	2	-22	-6	2	-6
O=C(CNC(=O)c1ccc(OC(F)F)cc1)NCc1ccccn1	-13	8	0	4	11	-3	-9	2	5	-2	5
Cc1cc(C)[n+]2n1C(=O)C(c1ccccc1)=C2[O-]	0&-1	16&2	-4&-19	-21&-10	5&-4	-10&-28	-25&-21	-1&-20	-6&-15	-24&-5	-9&-4
CCCCOCP(=O)(CC)COCCCC	-15	11	1	-36	3	-10	-11	5	24	13	-9
CCC1(c2ccccc2)NC(=O)N(CC(=O)NNC(=O)c2ccc(F)cc2)C1=O (stereo unspecified)	-14	-10	4	7	-2	-3	-32	3	7	6	2
CC(C)Nc1nc(NC(C)C)nc(SCCOC(=O)Nc2ccc(Cl)cc2Cl)n1	8	-10	20	-8	-10	-12	-1	4	0	20	3
O=C(COC(=O)CCC(=O)c1cccs1)NC(=O)c1ccc(OC(F)F)cc1	-2	1	6	-13	1	-2	-14	-3	3	-7	-3
Cc1c(C(=O)NC2CCCc3ccccc32)oc2ccc(S(=O)(=O)N3CCCCC3)cc12 (stereo unspecified)	31	1	10	1	-6	-27	-14	-14	-24	-15	-5
CN1C(CCl)Nc2cc(Cl)c(S(N)(=O)=O)cc2S1(=O)=O (stereo unspecified)	-3	-10	1	-8	-4	-26	-21	-15	-14	-3	-12
CC(CC(=O)Nc1ccc2c(c1)OCCO2)c1ccccc1 (stereo unspecified)	0	1	-59	-18	-3	-23	-53	-27	-53	-39	4
CC(C)N1C(=O)C(=O)N(CC(=O)N2c3ccccc3CC2C)C1=O (stereo unspecified)	-12	12	-4	-1	-12	-3	-17	7	-1	-1	10
CCC1Sc2ccc(S(=O)(=O)CCC(=O)N3CCc4ccccc43)cc2NC1=O (stereo unspecified)	1	0	-48	-10	6	-9	13	-4	-13	8	-2
CCCCCCCOc1ccc(OC(=O)c2ccncc2)cc1	1	.	0	-34	-9	-13	-15	1	-4	-42	-4
Cc1occc1C(=O)N/N=C/c1c(O)ccc2ccccc12	17	4	-22	11	12	6	-22	-61	-55	-10	13
NS(=O)(=O)c1ccc(NC(=O)c2cc(=O)c3ccccc3o2)cc1	-4	10	-1	16	8	5	-12	-11	-17	-32	2
CCOC(=O)CCn1nc(-c2ccc(C)cc2)c2ccccc2c1=O	4	-2	3	0	-1	8	7	9	-13	7	-11
COc1cc(C(=O)NC(C)Cc2cccs2)cc(OC)c1OC (stereo unspecified)	2	-4	20	-11	-6	10	9	-11	10	0	-17
COc1cc(/C=C/C(=O)OCC(=O)NC(=O)NCc2ccco2)ccc1OC(F)F	-5	-12	7	-22	-1	-1	10	10	-27	4	2
Cc1ccc(S(=O)(=O)C(CCC(=O)c2ccc(Cl)cc2)C(N)=O)cc1 (stereo unspecified)	2	?	-26	-23	3	-4	-13	18	-10	-7	2
COc1ccc(CNC(=O)C2CCN(S(=O)(=O)c3cccc(C(F)(F)F)c3)CC2)cc1	-6	-13	7	-11	0	-8	-2	15	-20	-14	-6
Nc1ccc(CN2CCOCC2)cc1	-3	2	-7	4	-6	2	-3	10	10	-7	-7
O=C(CN1C(=O)c2ccccc2S1(=O)=O)NC1CC2CCC1C2 (stereo unspecified)	11	12	-5	-32	3	-1	-4	-2	5	-90	-14
COc1ccc(CCNC(=O)COc2ccc(S(=O)(=O)NCC(C)C)cc2Cl)cc1OC	-9	1	17	-10	-8	14	-3	-5	20	15	-4
O=S(=O)(Nc1ncn[nH]1)c1ccc(Cl)cc1	0	1	16	-16	3	8	2	-4	8	-19	-4
Cc1cccc(NC(=O)CNC(=O)N2CC(=O)Nc3ccccc32)c1C	-14	-1	9	-12	8	5	-2	9	15	-29	-4
CC(NC(=O)c1ccc(-c2cc(C(F)(F)F)ccc2Cl)o1)c1ccccc1 (stereo unspecified)	0	3	4	-10	6	4	-18	19	-7	12	5
COC(=O)C1CCN(C(=O)COC(=O)c2ccc3[nH]c4c(c3c2)CCCC4)CC1	3	3	5	-14	-2	-1	-2	-1	-3	-12	-10
COc1ccc(C(O)c2ncc(-c3ccccc3)[nH]2)c(OC)c1 (stereo unspecified)	-8	4	-9	-15	.	.	-11	3	4	0	4
CCOC(=O)NC(=O)/C(C#N)=C/c1ccc(N(C)C)cc1	-4	2	-25	-33	.	-11	-43	16	4	-43	-2
CCn1c(COc2ccc(C)cc2)nnc1SCC(=O)Nc1ccc(S(N)(=O)=O)cc1	-3	-6	9	-4	-16	2	-6	-8	28	7	-7
O=C(Cn1cnnn1)NCc1ccccc1	-4	26	6	15	2	-1	1	-9	0	-5	-7
COc1ccc(NC(=O)c2cc([N+](=O)[O-])ccc2N2CCN(C)CC2)cc1	-9	2	2	-5	-7	5	-7	10	-13	12	2
O=C(Nc1nc2ccccc2s1)c1ccc(OCC2CCCO2)cc1 (stereo unspecified)	67*	-9	-27	8	-17	7	-77	23	-100	78*	-8
CSc1nnc(-c2ccc(F)cc2)o1	-13	-8	-10	-20	-10	-6	-19	-2	-30	1	4
CC1Cc2ccccc2N1C(=O)COC(=O)CSc1ccc(F)cc1 (stereo unspecified)	2	-3	6	-13	-12	4	-8	1	26	2	-2
O=C(CCc1nnc(CCCc2ccccc2)o1)NCC(F)(F)F	-1	0	-25	-25	6	-4	-13	-1	-52	-75	-1
COc1ccccc1/C=N/n1nnnc1N	-9	6	-27	8	-6	-2	-19	12	-28	2	1
CC(C)c1cc(C(=O)N2CCCC(Nc3ccc(F)c(F)c3)C2)nc(N)n1 (stereo unspecified)	-34	-3	22	3	-4	-12	1	1	6	-1	-18
N#C/C(=N\Nc1ccc(Cl)cc1)C(=N)N1CCCCCC1	8	-7	-87	-67	-7	-71	-113	-81	-192	34	-9

Structures above marked active in LMP1 NFkB inh:
mol	Vif inh	SRC3 inh	NCOA2 inhibitor	TLR9-MyD88 inh	LMP1 NFkB inh	SRC1 inh	NR2F2 inh	NR5A2 inv ag	NOD2-RIPK2 inh
O=C(O)c1cccc(COc2ccc3c(c2)CCC3)c1	0	-89	-36	-5	85*	-176	-32	-183	0

(list continues)
SMILES	C8 TRAIL sens	Vif inh	SRC3 inh	NCOA2 inhibitor	TLR9-MyD88 inh	LMP1 NFkB inh	SRC1 inh	NR2F2 inh	NR5A2 inv ag	TROY NFkB inh	NOD2-RIPK2 inh
C=CCNc1sc(C(=O)c2ccc(Br)s2)c(N)c1C#N	-4	111*	-9	16	-3	1	-10	-20	8	-12	-3
O=C(CN1CCCC1=O)NC1CCCc2c1cnn2-c1cc(F)cc(F)c1 (stereo unspecified)	20	36	-1	18	-8	0	0	4	-6	-30	-15
CN(C)S(=O)(=O)c1ccc(C(=O)Nc2nnc(SCc3ccccc3)s2)cc1	5	0	12	-1	9	-2	-1	14	-8	12	1
O=C(Cn1cnc2cc([N+](=O)[O-])ccc2c1=O)Nc1cccc(S(=O)(=O)N2CCOCC2)c1	1	-3	-3	-46	6	-1	-2	6	8	14	-9
S=C(NCc1ccccc1)N1CCn2cccc2C1c1ccncc1 (stereo unspecified)	10	-2	5	-19	-5	25	6	5	-12	1	-2
CCn1c(=N)n(CC(=O)c2ccc(Br)s2)c2ccccc21	10	7	-4	-23	-2	-17	-15	-14	-27	-14	0
CC(C)(C)OC(=O)C[C@@H]1C/C=C\C[C@H](CC(=O)N[C@H](CO)Cc2ccccc2)C(=O)N[C@@H](Cc2c[nH]c3ccccc23)COC1=O	0	-1	-9	16	-8	-4	-1	6	-11	10	-2
Cc1nc2ccccc2cc1OCc1ccc(F)cc1	26	-47	9	4	-8	3	12	42*	15	-6	-2
COc1ccc(Br)cc1C(=O)Nc1ccc(C(=O)O)cc1	0	2	6	24	-9	5	-21	-12	14	-16	3
O=C(c1ccc([N+](=O)[O-])cc1)N1CCC(n2nnc3cc(F)ccc32)CC1	-7	2	13	3	-7	-13	7	-3	-8	0	-1
O=C(N/N=C/c1ccco1)c1[nH]ncc1Br	9	3	-14	-61	0	-2	-44	-38	-105	12	-5
CCN1C(=O)CSC1=NC12CC3CC(CC(C3)C1)C2	-4	-4	15	6	6	5	-8	6	1	-2	2
Cc1ccc(S(=O)(=O)C2(C(=O)Nc3cccc(F)c3)CC2)cc1	-4	.	-7	-24	-1	-3	2	6	16	-1	-17
O=C(NCc1ccc2c(c1)OCO2)C(C(=O)c1ccccc1)n1cc(Cl)ccc1=O (stereo unspecified)	-7	-1	-5	3	6	-17	-3	-19	12	7	-6
NC(=O)C1CCN(C(=O)c2ccccc2CCc2ccccc2)CC1	-1	-1	0	-28	-14	2	12	14	-11	-10	2
CN(CC(=O)Nc1ccccc1Cl)C(=O)COc1cccc2c1OC(C)(C)C2	-9	-11	6	24	-5	-1	8	-16	5	-5	1
